Pf apPOL inh – Pf-apPOL inhibitors, biochemical, fluorescence; hit rate 0.25% among 210,000; inhibition, % at 10 µM; Plasmodium falciparum apicoplast DNA polymerase (apPOL); Recombinant Pf-apPOL, molecular beacon fluorescence, 1.5 h
mHTT CaM bind – mutant huntingtin-calmodulin interaction inhibitors – biochemical, AlphaScreen, primary screen | hit rate 3.6% among 190,000 | AlphaScreen His-mHTT/GST-CaM binding, luminescence | P42858 | inhibition, % at 15 µM | AID 1671202, 2021;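 note: 0% = both proteins with DMSO and 100% = one protein alone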
Starred values were filed as active, the others as inactive; x = no result given. Cut-off read from the data, not from the text of the source: active = inhibition above about 50%; inactive = the rest.

canonical_smiles,Pf apPOL inh,mHTT CaM bind
O=C(c1ccncc1)N1CCCC(C(F)(F)F)C1 (configuration not stated),-1.5,3.0
O=C1OC(c2ccccc2Cl)=N/C1=C\c1cccc(Cl)c1,-7.2,6.0
O=C(NCc1cccnc1)c1cc(Sc2ccccc2Cl)nc2ccccc12,-0.7,14.0
CC(=O)N1CCC(n2c(C)nc(C(=O)NCc3cccc(Cl)c3)c2C)CC1,0.9,2.7
CCn1c(=O)c2c(ncn2Cc2cccc(F)c2)n(-c2ccccc2Cl)c1=O,2.2,13.4
COc1ccc(CCNC(=O)CSc2nnc(CSc3nc(C)cc(C)n3)o2)cc1OC,-2.2,1.0
CCOc1ccc(C(=O)Nc2ccc3sc(SC)nc3c2)cc1,2.2,-3.0
NC(=O)c1ccsc1NC(=O)c1ccccc1[N+](=O)[O-],-4.4,1.8
O=C(CCCCCn1c(=O)[nH]c2ccccc2c1=O)NCc1ccc2c(c1)OCO2,0.2,5.0
CCOc1ccc(NC(=O)c2cccc(F)c2)c([N+](=O)[O-])c1,-2.6,12.1
O=S1(=O)N[C@@H](Cc2ccccc2)COc2cccc(NCCCN3CCOCC3)c21,-3.3,7.4
Cc1nc2nc(SCc3ccccc3)nn2c(C)c1C,-2.9,-8.0
COc1ccc(CCNC(=O)CN2CCC(c3nnc(-c4ccco4)o3)CC2)cc1OC,-2.8,-4.9
Cc1cccc(N(CC(=O)Nc2ccc3c(c2)OCO3)S(C)(=O)=O)c1,-2.7,2.8
Cc1ccc(NC(=O)Nc2ccccc2)c(Br)c1,-8.9,-3.0
COCCN=C1Nc2ccccc2NC12CCCN(C(=O)Nc1cccc(OC)c1)C2 (configuration not stated),-2.7,99.8*
CC(C)N(C(=O)NC(=O)Nc1ccc(I)cc1)S(C)(=O)=O,0.9,1.0
CCCC(=O)NC(Cc1ccccc1)c1nnc(N2CCCCC2)o1 (configuration not stated),-3.0,-5.9
Nn1c(C(=O)N2CCCC2)nc2ccccc2c1=O,-9.6,x
CCC(Sc1nc2n[nH]c(C)c2c(=N)n1-c1cccc(Cl)c1)C(=O)NCCOC (configuration not stated),-2.4,61.0*
CCOc1ccc(N2C(=O)CC(Sc3nnc(C)s3)C2=O)cc1 (configuration not stated),47.7,7.0
NS(=O)(=O)c1ccc(CCNC2CC(=O)N(c3ccccc3)C2=O)cc1 (configuration not stated),1.2,-8.8
Cc1c(CC(N)C(=O)O)sc2ccccc12 (configuration not stated),-0.6,x
O=C(O)c1ccc([N+](=O)[O-])cc1Oc1cccc([N+](=O)[O-])c1,45.6,x
CSc1ccc(CCNC(=O)c2cc3n(n2)CCCN(Cc2cccc(C)c2)C3=O)cc1,-3.0,3.3
CCn1c(C2CCN(Cc3ccc(Cl)cc3)C2)nc2cccnc21 (configuration not stated),-11.9,57.4*
CC(C)CN(CC(C)C)C(=O)c1noc2c1CCCC2,-0.9,-25.6
CCOCCCNC(=O)C1CCCN(c2cc(=O)n(C)c(=O)n2C)C1 (configuration not stated),-3.2,-12.1
Cc1noc(C)c1CC(=O)N1CCCCC1CCN1CCCCC1 (configuration not stated),-4.8,-8.0
O=C(c1ccc(S(=O)(=O)N2CCOCC2)cc1)N1CCN(Cc2ccc3c(c2)OCO3)CC1,-7.2,8.5
COc1ccc(C)cc1NC(=O)CCC1CCN(c2cc(NC3CC3)ncn2)CC1,-3.4,39.2
O=C(NCc1cccc(F)c1)c1cc(N2CCCC2)n2nccc2n1,-1.1,-24.2
O=C(NCc1ccco1)N1CCc2c(nc3cc(-c4ccccc4Cl)[nH]n3c2=O)C1,-2.0,24.0
COCOCCn1cc(CN2CCS(=O)(=O)N(Cc3ccc(-c4ccc(Cl)nc4)cc3)C(C)C2=O)nn1 (configuration not stated),-25.3,11.5
CCCCCC(=O)N1C[C@H](n2cc(COC(=O)c3ccccc3)nn2)[C@@H](O)C[C@@H]1c1ccc(OC)cc1,0.2,3.4
CCCCCCN1CCN(C2CN(Cc3ccccc3)S(=O)(=O)C2)CC1 (configuration not stated),-2.5,-2.0
CCOc1ccccc1CN1C(=O)CCC1(C)C(=O)NCCC(C)C (configuration not stated),3.0,-1.1
COc1ccc(-c2noc(C3CCCN(C(=O)c4ccc(F)cc4)C3)n2)cc1 (configuration not stated),-5.1,-8.4
O=C(Nc1ccccc1Cl)c1c(NC(=O)C(F)(F)F)sc2c1CCC2,-0.6,34.0
CCCCN1C(=O)C(C)(C(=O)NCc2cc(C)ccc2C)Oc2cccnc21 (configuration not stated),-1.1,-18.6

The final 5 compounds of the section above lead into the next.
canonical_smiles,Pf apPOL inh,mHTT CaM bind
CCCCCCN1CCN(C2CN(Cc3ccccc3)S(=O)(=O)C2)CC1 (configuration not stated),-2.5,-2.0
CCOc1ccccc1CN1C(=O)CCC1(C)C(=O)NCCC(C)C (configuration not stated),3.0,-1.1
COc1ccc(-c2noc(C3CCCN(C(=O)c4ccc(F)cc4)C3)n2)cc1 (configuration not stated),-5.1,-8.4
O=C(Nc1ccccc1Cl)c1c(NC(=O)C(F)(F)F)sc2c1CCC2,-0.6,34.0
CCCCN1C(=O)C(C)(C(=O)NCc2cc(C)ccc2C)Oc2cccnc21 (configuration not stated),-1.1,-18.6
O=C(CN1CCN(c2ccc3c(c2)OCO3)C1=O)Nc1ccc(F)c(C(F)(F)F)c1,-1.7,-1.7
COc1ccccc1NC(=O)N1CCC(CNC(=O)C2(c3cccs3)CCCC2)CC1,-0.5,8.3
Cc1cc(C)n(-c2nccnc2SCC(=O)Nc2cccc(Cl)c2C)n1,2.8,-8.6
CCOc1ccc(C(=O)Nc2c3c(nn2-c2cccc(Cl)c2)CS(=O)C3)cc1OCC (configuration not stated),-5.8,11.0
O=C(/C=C/c1ccccc1)Nc1cccc(C(=O)NCCCc2ccccc2)c1,2.6,-10.3
COc1ccc(OC)c(C2C3=C(CCCC3=O)Nc3nc(SC)nn32)c1 (configuration not stated),2.7,0.0
Cc1ccc(Cl)cc1N1CCN(C(=O)C2CCC2)C(C)C1=O (configuration not stated),3.3,1.3
CC(C)(C)CC(=O)Nc1ccc(S(=O)(=O)N2CCN(c3cnccn3)CC2)cc1,-4.5,-9.7
c1ccc(COc2ccc(CN3CCN(c4ccccn4)CC3)cc2)cc1,-4.8,17.3
COc1nccc(N2CCC(CC(=O)N3CCN(C(C)C)CC3)CC2)n1,-3.3,3.7
O=C(COc1ccccc1[N+](=O)[O-])Nc1ccc(-c2nc3ccccc3o2)cc1,-24.3,-6.3
CCCn1cnc2c1c(=O)n(CC)c(=O)n2-c1cccc(Cl)c1,2.2,-8.7
O=C1C(=O)N(Cc2ccc(Br)cc2)c2ccccc21,-2.4,70.0*
CCn1cc(C(=O)NCCN(C)C)c(=O)c2ccc(C)nc21,4.9,-6.0
COc1ccc(Cc2nnc(NC(=O)c3cccs3)s2)cc1OC,5.9,0.5
CCC(=O)Nc1nnc(Cc2ccccc2)s1,-4.3,-2.4
CC1CCC2(CC1)NC(=O)N(CC(=O)N1CCOCC1)C2=O (configuration not stated),-3.8,-1.5
O=C(NCCCN1CCOCC1)c1cc(-c2ccc3c(c2)OCO3)nc2ccccc12,-1.9,10.2
O=C(NCc1cccc(F)c1)C1CCCN(c2nnc3ccc(Cl)cn23)C1 (configuration not stated),0.3,-0.5
Cc1sc2ncnc(N3CCCCCC3)c2c1S(=O)(=O)N1CCOCC1,-4.4,7.0
CCC(NC(=O)C1CCN(c2cncnc2N2CCOCC2)CC1)c1ccc(OC)cc1 (configuration not stated),-0.1,-1.5
Cc1cccc(NC(=O)CCc2ccc3nc[nH]c3c2)c1C,-1.9,-0.6
Cc1ccc(OCC(=O)N2CCC(c3nc(C4CC4)n[nH]3)CC2)cc1,-3.0,-0.1
COc1ccccc1CNC(=O)CSc1ccc(-c2ccco2)nn1,7.2,-16.2
O=C(CS(=O)(=O)c1cn(Cc2ccc(F)cc2)c2ccccc12)N1CCc2ccccc21,-2.3,1.0
Nc1ccc(N2S(=O)(=O)c3ccccc3S2(=O)=O)cc1,-1.2,1.0
N#CC(=Cc1cccc([N+](=O)[O-])c1)c1cccc(Cl)c1,-9.4,x
CSc1cccc(NC(=O)N2CCCC(C)(C(=O)NCc3ccc(C)cc3)C2)c1 (configuration not stated),-8.3,11.4
CCOC(=O)C1C(=O)C=C(c2ccc(OC)c(OC)c2)CC1c1cccc([N+](=O)[O-])c1 (configuration not stated),-1.0,18.5
CNC(=O)c1cc(-c2cccc(F)c2)nc2ccccc12,3.6,-1.2
Cc1ccc(C(=O)N2CCCC2c2cc(C)no2)cc1 (configuration not stated),-7.5,-1.5
Cc1cc(C(=O)Nc2cccc(C(=O)O)c2)c(C)o1,0.1,3.6
COc1cccc2cc(C(=O)N3CC(c4nc(C5CC5)no4)C3)oc12,-5.7,-13.3
COc1ccccc1N1CCN(c2ncc3c(n2)CCN(Cc2ccc(Cl)cc2)C3)CC1,0.2,-7.0
CCN(Cc1ccccc1)C(=O)c1ccnc(N2CCCCC2)n1,-5.1,19.1
Cc1c(C(=O)NCc2ccccc2)oc2ccc(S(=O)(=O)N3CCOCC3)cc12,6.6,29.0
COc1cccc(CN2CCOCC2)c1O,-1.0,-0.1
C=CCNC(=O)c1ccc2c(=O)n3c(nc2c1)CCCC3,-3.7,-1.8
CN1C(=O)c2ccccc2C(C(=O)NCCc2ccc(Cl)cc2)C1c1cccs1 (configuration not stated),-2.8,10.0
COc1ccc(CNC(=O)C2(C)CCCN(C(=O)c3cc(OC)cc(OC)c3)C2)cc1 (configuration not stated),-4.1,-1.0
COc1cc(C=NS(=O)(=O)c2cccs2)cc(Br)c1O,1.9,-3.0
CCN(CC)CC#CC(O)c1ccccc1 (configuration not stated),-0.3,-2.7
COCC(=O)NCc1nn(-c2ccccc2)nc1C,-4.4,x
COc1ccc(/C=C2/N=C(c3ccccc3C)OC2=O)c(OC)c1,2.0,6.0
Cc1ccc2nc3c(cc(C(=O)NCc4ccco4)c(=N)n3C3CCCC3)c(=O)n2c1,-7.6,8.0
Nc1nnc(SCC(=O)c2ccc(F)cc2)s1,5.2,x
O=C1OC(c2cccc(Cl)c2)=N/C1=C\c1cccc(F)c1,-5.1,5.0
O=C(O)CC1SC(c2ccc(Oc3ccc(C(F)(F)F)cn3)cc2)=NC1=O (configuration not stated),-9.5,x
Cc1ccc(NC(=O)C2CC(=O)NC(=N)S2)cc1Cl (configuration not stated),-54.4,-4.0
CCSc1nnc(-c2ccccc2NC(C)=O)c(=O)[nH]1,-13.4,-3.0

(list continues)
canonical_smiles,Pf apPOL inh,mHTT CaM bind
O=C(Nc1ccc(S(=O)(=O)N2CCCCCC2)cc1)C1CCCCC1,-5.9,-7.4
O=C(c1cccnc1N1CCNC(c2ccccc2)C1)N1CCOCC1 (configuration not stated),-0.3,-0.5
COc1ccc(C(=O)N2CCC(c3nc4cccnc4n3C)C2)cn1 (configuration not stated),1.3,1.8
CC(=O)N1CCN(c2nc3c(s2)CC(C(=O)NCCc2ccccc2)CC3)CC1 (configuration not stated),4.7,6.7
COc1ccc(-c2coc3c(CN4CCC(C)CC4)c(O)ccc3c2=O)cc1OC,-7.4,-0.2
CN(C)CCNC(=O)C(=O)Nc1ccccc1[N+](=O)[O-],-6.5,-8.8
COc1cccc(N2C=C(C#N)S(=O)(=O)c3cc(F)ccc32)c1,3.6,-6.9
O=C(NCCSc1ccccc1)c1ccc(C2SCC(=O)N2Cc2ccccc2)cc1 (configuration not stated),-7.1,-1.0
Cc1nc(-c2ccccc2)sc1C(=O)N1CCC(C(C)C(=O)NCc2cccnc2)CC1 (configuration not stated),8.2,10.9
Cc1cc(C)n(-c2nncn2N)n1,-0.6,5.1
O=C(CSc1nc(O)cc(=O)n1-c1ccccc1)N1CCCCC1,-7.8,8.5
CCCCCNC(=O)c1ccc2c(c1)nc(C)n2-c1cc(C)ccc1OC,-7.5,23.0
COc1ccc(C(=O)O)cc1S(=O)(=O)N1CCOCC1,9.7,-3.5
COc1ccc(OC)c(N=c2oc3c(C)ncc(CO)c3cc2C(=O)Nc2ccc(C)cc2)c1,1.6,0.0
N#C/C(=C\c1ccccc1C(=O)O)c1nc(-c2cc3ccccc3oc2=O)cs1,-2.9,-4.0
COc1ccc(NC2CC(=O)N(c3ccc(I)cc3)C2=O)cc1 (configuration not stated),-91.9,2.4
COc1ccccc1CCNC(=O)C(=O)Nc1cc(N2CCCS2(=O)=O)ccc1C,-7.0,0.4
O=C(CN(c1cc(C(F)(F)F)ccc1Cl)S(=O)(=O)c1ccccc1)NCC1CCCO1 (configuration not stated),-2.1,18.0
COc1ccc(NC(=O)COc2cccc(C)c2)c([N+](=O)[O-])c1,-5.0,4.6
CC1Oc2ccc(N)cc2CN(CC2CCCCC2)C1=O (configuration not stated),1.8,14.7
O=C(O)c1cc(=O)c2cccc(O)c2[nH]1,20.2,x
CCOC(=O)C1CCN(C(=O)C2CCN(Cc3c(C)n(CC)c4ccccc34)CC2)CC1,-1.5,4.8

Screens as filed in PubChem BioAssay.

The list is partial. The share of hits here may be higher or lower than overall.
